TexasRed fluor: Texas Red fluorescence interference in TRb-SRC2 counter-screen; TRb/SRC2 Texas Red total fluorescence interference; Potency, µM (titrated, usually from 106 µM), for the others: at the highest dose fluorescence change, negative = quenching; 0.29% of 280,000 active; active = well fitted curve in either direction with a large enough effect; inconclusive = small, poorly fitted or top-dose-only effect
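Human TRβ ligand-binding domain (0.6 uM) and Texas Red SRC2 peptide (20 nM) in Tris buffer with 1 uM T3 and 5% DMSO were incubated with pinned compound for 5 hr at ambient temperature. Total fluorescence was computed as S + 2P (555/632 nm).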
GAA inhib: blocks human lysosomal alpha-glucosidase. purified human GAA, 4-MU-alpha-glucoside fluorescence. Potency, µM (titrated, usually from 76.9 µM), for the others: at the top dose activity change, negative = inhibition, most hits filed as inhibitors. P10253. 0.005% of 200,000 active;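 note: plate controls were uninhibited enzyme wells for no effect and no-enzyme background for full effect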
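qHTS format, compound range up to 77 uM. Human lysosomal enzyme at 4 nM, 400 uM 4-MU glucoside substrate, pH 5.0, 20 min room temperature; fluorescence after alkaline stop gives activity normalized to controls.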
GAA glycogen: GAA glycogen-cleavage inhibition or activation; P10253; recombinant GAA, glycogen substrate, Amplex Red glucose oxidase fluorescence; Potency, µM (top dose mostly 76.4 µM), without a hit: at the highest dose activity change, negative = inhibition, most hits filed as inhibitors; 0.38% of 300,000 active; AID 2100;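 note: 0% = full enzyme reaction and -100% = no-enzyme basal signal; the screen sought inhibitors and activators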
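Recombinant human alpha-glucosidase (4 nM final) hydrolysed bovine liver glycogen (30 ug) for 40 min at 37 C in pH 5.0 citrate/phosphate with 0.01% Tween-20. Released glucose detected by glucose oxidase/Amplex Red, Ex 573/Em 610 nm. Compounds up to 77 uM; AC50 from Hill fits.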
GoLoco inh red: blocks human Gai1 binding to RGS12 GoLoco peptide, red readout; P63096; Gai1:RGS12 GoLoco peptide FP, rhodamine, 10 min; Potency, µM (doses to about 61.6 µM), for inactives: at the top dose activity, negative = inhibition, usual class: inhibitors; 0.44% of 230,000 active; AID 880; active = well fitted inhibition curve with a large enough effect, not every such curve was filed as active; inactive = no such curve, though single readings can be large or run the other way; note: nearly all actives have a fitted effect of over 30% in size; many of its hits are not listed in these tables
Target sequence (P63096 whole entry, looked up): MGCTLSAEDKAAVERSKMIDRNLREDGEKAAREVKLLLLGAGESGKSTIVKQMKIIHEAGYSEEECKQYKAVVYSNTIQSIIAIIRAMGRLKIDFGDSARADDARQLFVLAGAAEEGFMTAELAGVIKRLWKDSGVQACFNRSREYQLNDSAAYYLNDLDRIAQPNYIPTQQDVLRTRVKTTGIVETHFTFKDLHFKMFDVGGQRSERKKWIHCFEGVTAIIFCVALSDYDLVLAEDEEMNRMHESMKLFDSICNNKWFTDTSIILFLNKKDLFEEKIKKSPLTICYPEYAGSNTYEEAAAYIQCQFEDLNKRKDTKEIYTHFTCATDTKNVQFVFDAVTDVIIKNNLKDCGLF
L3MBTL1 inh: blocks human L3MBTL1; AID 485360; AlphaScreen L3MBTL1–H3K9me1 peptide binding; Q9Y468; 0.66% of 230,000 active; Potency, µM (doses to about 57.1 µM), for inactives: top-dose activity, negative = inhibition, hits mostly inhibitors; note: nearly all actives have a fitted effect of over 60% in size
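AlphaScreen assay: L3MBTL1 (50 nM final) was preincubated 30 min at room temperature with biotinylated H3(1-15)K9me1 peptide (75 nM final), then 30 min with library compounds; streptavidin donor and nickel chelate acceptor beads (10 ug/mL final) added, 30 min dark.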
TRb SRC2 PPI: disrupts binding of human TR beta to SRC2; P10828; TRbeta-SRC2 peptide binding, fluorescence polarization; receptor liganded with 1 µM T3; Potency, µM (titrated, usually from 106 µM), inactives show top-dose activity change, negative = inhibition, usual class: inhibitors; 0.065% of 280,000 active; AID 1469;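 note: plate controls were bound peptide for no effect and peptide without receptor for full effect; nearly all actives have a fitted effect of over 50% in size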
Target sequence (P10828 whole entry, looked up): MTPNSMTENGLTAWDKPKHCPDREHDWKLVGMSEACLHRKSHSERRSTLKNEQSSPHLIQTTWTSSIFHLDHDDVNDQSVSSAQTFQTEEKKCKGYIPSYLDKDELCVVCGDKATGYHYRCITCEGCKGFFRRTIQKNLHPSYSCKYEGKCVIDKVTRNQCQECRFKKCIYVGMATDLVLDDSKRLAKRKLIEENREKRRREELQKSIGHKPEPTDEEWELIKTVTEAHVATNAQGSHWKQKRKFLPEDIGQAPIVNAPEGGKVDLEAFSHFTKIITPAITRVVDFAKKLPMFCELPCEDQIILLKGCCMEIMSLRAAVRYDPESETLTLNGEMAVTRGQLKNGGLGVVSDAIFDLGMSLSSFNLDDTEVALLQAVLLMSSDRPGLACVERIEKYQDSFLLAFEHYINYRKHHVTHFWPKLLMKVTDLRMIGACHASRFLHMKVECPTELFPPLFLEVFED
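Decrease in fluorescence polarization of 20 nM Texas Red SRC2 coactivator peptide flagged inhibition of its binding to 0.6 uM TRb LBD; 1 uM T3 included, incubation 5 hr, ex 555/em 632 nm.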
GAA spleen mod: inhibitors or activators of human alpha-glucosidase in spleen homogenate. P10253. human spleen homogenate, 4-MU-alpha-glucoside fluorescence. Potency, µM (series often up to 79.9 µM), without a hit: at the top dose activity change, negative = inhibition, actives largely listed as inhibitors. 0.006% of 240,000 active. AID 2112;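 note: 0% = enzyme with vehicle and -100% = no enzyme basal signal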
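Enzyme source: human spleen homogenate, 1 ug/well. Buffer 50 mM citric acid/K phosphate pH 5.0, 0.01% Tween-20. 4-MU-alpha-glucoside 1 mM; 37 C x 40 min; NaOH/glycine stop; fluorescence.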
RECQ1 inh: RECQ1 (human) helicase inhibition | P46063 | RECQ1 DNA unwinding, red fluorescence kinetic read | Potency, µM (doses to about 57.3 µM), for inactives: at the highest dose activity, negative = inhibition, usual class: inhibitors | 0.54% of 240,000 active | AID 2549;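 note: plate controls were vehicle for no effect and no enzyme for full effect; nearly all actives have a fitted effect of over 30% in size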
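RECQ1T1 50 nM; forked duplex (20 bp + 30-nt ss tails) 200 nM, ATP 2 mM final; pH 8.0, 2 mM MgCl2, 2.5 ug/ml poly(dI-dC); 15 min compound preincubation; discontinuous kinetic read over 2 h at RT.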
* = called active by the depositor; i = inactive; ? = inconclusive; . = no result given; & = joins results of further samples; [ ] = another dose, or the depositor's remark. Unless noted, calls come from the whole dose curve; as a rule, active = well fitted curve in the direction sought with a large enough effect; inconclusive = small, poorly fitted or top-dose-only effect, or another doubt; inactive = no such curve, though single readings can be large; an effect the other way counts as inactive or inconclusive. Unless noted, % is set by controls: 0 for no effect and ±100 for the full control effect; potency is the fitted concentration of half-maximal effect. This is a subset, so the mix of outcomes need not match the whole.

SMILES	TexasRed fluor	GAA inhib	GAA glycogen	GoLoco inh red	L3MBTL1 inh	TRb SRC2 PPI	GAA spleen mod	RECQ1 inh
COc1ccc(CNC(=O)CCSCc2cccc(Cl)c2)cc1	-13%	0%	-13%	0%	12%	2%	7%	-8%
CCOC(=O)c1c(NC(C)=O)sc2c(OCC(O)CNC(C)(C)C)c(Br)ccc12 (stereo not drawn)	2%	8%	13%	2%	1%	3%	-1%	7%
O=C(CNCc1ccncc1)Nc1cc(S(=O)(=O)N2CCCCC2)ccc1Cl	0%	-7%	7%	1%	23%	-4%	-1%	-11%
O=C(Nc1ccc(Cc2ccncc2)cc1)c1ccc(Cl)c([N+](=O)[O-])c1	-1%	-3%	3%	18%	-23%	3%	-8%	-2%
CCCn1c(C)nc2c(NC(C)CN(C)C)nc(C)nc21 (stereo not drawn)	-4%	.	.	-8%	.	-1%	1%	-10%
O=[N+]([O-])c1ccc(/C=C/c2ccc3ccccc3n2)cc1	-3%	-13%	-9%	11%	-17%	-3%	.	-1%
O=C(NCCc1ccccc1)C1CCC(Cn2c(=O)c3ccccc3n(Cc3cccc(F)c3)c2=O)CC1 (stereo not drawn)	0%	8%	3%	-3%	4%	0%	1%	0%
CCCCNc1nc(NC)nc(Cl)c1SC	-2%	-9%	7%	-1%	13%	0%	.	i
Cc1ccc(C)c(N2CCN(C(=O)c3cn(C)c4ccc(S(=O)(=O)N(C)C)cc4c3=O)CC2)c1	-5%	0%	15%	10%	.	0%	-2%	-16%
Cc1cc(C)nc(/N=C2\NC(=O)CC(C(=O)O)N2c2ccc(C)c(C)c2)n1 (stereo not drawn)	0%	3%	-6%	14%	5%	-5%	6%	i
CCN1CC(=O)Nc2cc(S(=O)(=O)N3CCOCC3)ccc21	-2%	3%	-23%	0%	.	-4%	-4%	i
N#Cc1c(N)nc(SCC(=O)NCc2ccc3c(c2)OCO3)c(C#N)c1-c1cccs1	1%	7%	-4%	2%	5%	-3%	0%	-1%
O=C(Nc1ccccc1N1CCN(c2ccccc2)CC1)c1ccccc1	-3%	-2%	-12%	-13%	.	-12%	0%	6%
Nc1sc2c(c1C(=O)NCCc1ccccc1)CCC2	-8%	-3%	-18%	83%[activator]	-11%	1%	1%	6%
O=C(CCN1Cc2ccccc2C1)c1ccc2c(c1)OCCO2	4%	-1%	-4%	201%[activator]	1%	0%	-1%	-10%
Cc1cc2ncn(/N=C/c3cc(Br)ccc3O)c2cc1C	0%	-8%	0%	4%	-4%	0%	-8%	-2%
COc1ccc(-c2nnc(SCC(=O)NC3CCCc4ccccc43)n2N)cc1 (stereo not drawn)	6%	-3%	20%	14%	-5%	-6%	1%	-12%
C/C(CCC(C)C)=N\NS(=O)(=O)c1ccc(C)c([N+](=O)[O-])c1	-1%	.	-5%	0%	2%	-1%	-2%	2%
c1ccc(N2N=C(c3cccs3)CC2c2ccco2)cc1 (stereo not drawn)	4%	?	-12%	12%	166%[activator]	0%	?	?
COc1ccc(OC2C(=O)N(c3ccc(C)c(C)c3)C2c2ccc(OC)c(OC)c2)cc1 (stereo not drawn)	3%	-2%	-6%	-6%	-3%	0%	-2%	-12%
O=C(c1cc(F)c(F)cc1Cl)N1CCOCC1	-5%	-9%	-8%	-10%	-1%	-3%	-3%	i
CNC(=O)NC(=O)CSc1cccc(C(F)(F)F)c1	0%	2%	2%	1%	13%	0%	-2%	-7%
CC(C)COC(=O)c1ccccc1OC(=O)c1ccncc1	1%	-2%	1%	1%	23%	5%	5%	-4%
Cc1nc(NC(=O)C2CC2)sc1C	1%	1%	-8%	-7%	-3%	0%	-3%	-17%
COc1ccc(Cc2nnnn2CC(=O)O)cc1	0%	11%	3%	3%	8%	-14%	4%	i

Some of the entries so far, with values under each structure.
Values run as follows: TexasRed fluor | GAA inhib | GAA glycogen | GoLoco inh red | L3MBTL1 inh | TRb SRC2 PPI | GAA spleen mod | RECQ1 inh
- Cc1cc(C)nc(/N=C2\NC(=O)CC(C(=O)O)N2c2ccc(C)c(C)c2)n1 (stereo not drawn)
 : 0% | 3% | -6% | 14% | 5% | -5% | 6% | i
- Cc1ccc(C)c(N2CCN(C(=O)c3cn(C)c4ccc(S(=O)(=O)N(C)C)cc4c3=O)CC2)c1
 : -5% | 0% | 15% | 10% | . | 0% | -2% | -16%

(next part)
SMILES	TexasRed fluor	GAA inhib	GAA glycogen	GoLoco inh red	L3MBTL1 inh	TRb SRC2 PPI	GAA spleen mod	RECQ1 inh
CSc1ccc(CN(C)C(C)C(=O)NCc2ccccc2)cc1 (stereo not drawn)	-2%	0%	-12%	-2%	6%	3%	.	-4%
NC(=O)Nc1cc(Cl)ccc1Cl	-1%	-2%	-10%	-7%	-17%	3%	4%	17%
O=C(NCc1cccc(CNC(=O)C(=O)NCC2CCCO2)c1)C(=O)NCC1CCCO1 (stereo not drawn)	-1%	-14%	-5%	0%	8%	4%	2%	-20%
CCN(CC)S(=O)(=O)c1cccc(-c2csc(C)n2)c1	0%	.	2%	2%	8%	-3%	-3%	i
O=C(O)c1ccc(N2C(=O)c3ccc(C(=O)c4cccc([N+](=O)[O-])c4)cc3C2=O)cc1	-3%	-5%	0%	-11%	.	2%	0%	-3%
O=C(Cn1nnc(-c2ccc3c(c2)OCO3)n1)NCc1ccco1	-1%	-15%	2%	-7%	-5%	-1%	-3%	-3%
C/C(CC(=O)Nc1ccc(F)cc1)=N\NC(=O)c1ccccn1	-7%	2%	?	6%	.	-9%	-7%	i
O=C(N/N=C/c1ccc(Cl)c([N+](=O)[O-])c1)c1cnccn1	-5%	1%	-9%	-16%	12%	-1%	-1%	i
S=C(NCCc1ccccc1)N1CCc2ccccc2C1	0%	-2%	1%	-2%	9%	5%	-4%	i
CCOC(=O)c1c(C)nc2c(c1-c1ccc(Cl)cc1)C(=O)CC(C)(C)C2	-6%	2%	-1%	.	2%	-5%	9%	-9%
Cc1nnc(SCC(=O)NCc2ccco2)n1Cc1ccccc1	-2%	-2%	6%	4%	.	-7%	-4%	-16%
C/C=C/c1ccc(OCCOCCOc2cccc3cccnc23)c(OC)c1	-4%	0%	5%	11%	-6%	3%	0%	-6%
Cc1ccc(-c2cc(C(F)(F)F)n3ncc(C(=O)N4CCN(C)CC4)c3n2)cc1	2%	-7%	-13%	-3%	-5%	-2%	5%	3%
CCCCCCCCCC(=O)N1c2ccccc2NC(=O)C1CC(=O)Nc1ccc(C(=O)O)cc1 (stereo not drawn)	-1%	.	-1%	2%	-7%	1%	3%	-4%
O=C1NC(c2ccco2)Nc2ccccc21 (stereo not drawn)	2%	?	3%	6%	-1%	-10%	4%	-15%
COc1ccccc1-c1csc(NC(=O)c2ccc(N3C(=O)CCC3=O)cc2)n1	-2%	-7%	-4%	3%	-18%	8%	3%	i
CC1NC(=O)N(C)[C@@H]2NC(=O)N(C)C(c3ccc([N+](=O)[O-])cc3)[C@@H]12 (stereo partly drawn)	-7%	.	14%	1%	8%	-1%	4%	i
O=C(Nc1ccccc1C(=O)N1CCOCC1)c1ccc(Cl)cc1	-8%	1%	-11%	1%	-3%[11.4 µM]	7%	-8%	-10%
Cc1noc(NS(=O)(=O)c2ccc(N/C=C/C(=O)c3cccnc3)cc2)c1C	-9%	-2%	6%	1%	8%	-3%	-5%	-8%
CCOC(=O)c1c(NC(=O)CSc2nc(C)cc(C)c2C#N)sc(C(C)=O)c1C	-1%	0%	-10%	10%	1%	3%	1%	i
Cn1nnc2cc(C(=O)Nc3cccnc3)ccc21	0%	-4%	7%	-8%	.	-1%	1%	-11%
O=C1c2ccccc2-n2c1nc1ccccc1c2=O	-1%&-6%&-1%	1%	9%	3%&2%	16%	2%&-3%&2%	-12%&11%&2%	14%&3%&3%
O=C(COc1cccnc1[N+](=O)[O-])N1CCc2ccccc21	1%	1%	3%	8%	7%	4%	5%	-1%
COc1cc2c(cc1OC)C(C1C(=O)CC(C)CC1=O)N(C(=O)CCl)CC2 (stereo not drawn)	8%	-4%	-13%	-4%	11%	2%	3%	5%
CCOC(=O)N1CCC(NC(=O)c2cccc3c2C(=O)N(CCOC)C3)CC1	-2%	-3%	-5%	0%	.	-8%	-3%	-5%

Exported as comma-separated lines: entries from further up
SMILES,TexasRed fluor,GAA inhib,GAA glycogen,GoLoco inh red,L3MBTL1 inh,TRb SRC2 PPI,GAA spleen mod,RECQ1 inh
Cc1noc(NS(=O)(=O)c2ccc(N/C=C/C(=O)c3cccnc3)cc2)c1C,-9%,-2%,6%,1%,8%,-3%,-5%,-8%
O=C1NC(c2ccco2)Nc2ccccc21 (stereo not drawn),2%,?,3%,6%,-1%,-10%,4%,-15%
COc1cc2c(cc1OC)C(C1C(=O)CC(C)CC1=O)N(C(=O)CCl)CC2 (stereo not drawn),8%,-4%,-13%,-4%,11%,2%,3%,5%
CSc1ccc(CN(C)C(C)C(=O)NCc2ccccc2)cc1 (stereo not drawn),-2%,0%,-12%,-2%,6%,3%,.,-4%
CCOC(=O)c1c(C)nc2c(c1-c1ccc(Cl)cc1)C(=O)CC(C)(C)C2,-6%,2%,-1%,.,2%,-5%,9%,-9%
CC1NC(=O)N(C)[C@@H]2NC(=O)N(C)C(c3ccc([N+](=O)[O-])cc3)[C@@H]12 (stereo partly drawn),-7%,.,14%,1%,8%,-1%,4%,i

Screening data from PubChem BioAssay.
